Bioassay records: PubChem, National Center for Advancing Translational Sciences (NCATS)
D2 ag: agonists of human D2 dopamine receptor. P14416. HEK293 T-REx D2 cells, calcium flux agonist mode. activation, % at 2 µM. 340,000 compounds, 0.53% hits;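 active = activation over 3 SD above normal in the single-dose calcium agonist read, cut at about 30% in these data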; also: 0% is about no effect
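Calcium-flux readout, 1 cycle/sec over 180 s following compound pin transfer, in inducible HEK293 Trex D2 cells (force-coupled); dopamine controls included. Positive calcium responses during this window marked compounds as potential agonists.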
rTrxR1 inhibitor: inhibitors of rat thioredoxin reductase 1; O89049; 390,000 compounds, 1% hits; Potency, µM (series often up to 114 µM), without a hit: at the top dose activity change, negative = inhibition, actives largely listed as inhibitors; AID 588453; recombinant rTrxR1, NADPH fluorescence consumption, selenite substrate; also: potency is read from the fitted curve at half-maximal effect; % is scaled to controls: 0 for no effect and ±100 for the full control effect; nearly all actives have a fitted effect of over 65% in size
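Rat TrxR1 (90 nM in the dispensed reagent) was pre-reduced with 400 uM NADPH for 5 min at room temperature, then incubated with compound for 15 min. After 400 uM selenite was added, NADPH fluorescence (Ex 340/Em 450 nm) was followed for 8 min.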
TRHR ag: TRH receptor (human) agonism. P34981. TRHR cells, calcium flux fluo-8, FDSS agonist mode. activation, % at 2 µM. AID 493084. 360,000 compounds, 0.18% hits; in the data active = activation above about 30%; also: 0% is about no effect
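Fluo-8-loaded TRHR cells; 10 s baseline, compound added, kinetic Ca2+ fluorescence read 1/s, agonist mode.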
mIDH1 inhibitor: human IDH1 R132H inhibition | IDH1-R132H enzyme, NADPH consumption, diaphorase/resazurin fluorescence | 390,000 compounds, 0.093% hits | Potency, µM (highest dose often 76.6 µM), for the others: at the top dose activity change, negative = inhibition, usual class: inhibitors | O75874; also: potency is read from the fitted curve at half-maximal effect; % is scaled to controls: 0 for no effect and ±100 for the full control effect; nearly all actives have a fitted effect of over 65% in size
Target sequence (O75874 whole entry R132H, stated change not applied): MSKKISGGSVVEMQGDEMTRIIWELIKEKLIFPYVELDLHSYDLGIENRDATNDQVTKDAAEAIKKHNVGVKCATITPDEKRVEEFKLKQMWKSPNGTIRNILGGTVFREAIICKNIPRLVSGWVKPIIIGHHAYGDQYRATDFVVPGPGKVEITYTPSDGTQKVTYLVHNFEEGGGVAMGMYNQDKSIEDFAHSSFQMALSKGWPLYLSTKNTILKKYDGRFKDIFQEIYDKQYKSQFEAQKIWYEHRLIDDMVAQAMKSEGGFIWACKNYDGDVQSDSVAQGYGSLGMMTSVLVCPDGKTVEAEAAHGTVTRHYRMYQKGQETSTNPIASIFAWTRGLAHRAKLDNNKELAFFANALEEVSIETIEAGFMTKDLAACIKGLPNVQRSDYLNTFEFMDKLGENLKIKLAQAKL
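IDH1-R132H (0.5 ug/mL) preincubated 30 min with compound, then NADPH (0.016 mM) and alpha-KG (2 mM) added; 80 min at RT, pH 7.5. Remaining NADPH coupled via diaphorase/resazurin to fluorescence (540/590 nm); concentration-response curves normalized to no-enzyme control.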
TrxR1 substrate: rat thioredoxin reductase 1 substrate activity; O89049; purified TrxR1 substrate turnover, NADPH consumption readout; Potency, µM (highest dose often 114 µM), for inactives: at the top dose activity change, negative = substrate turnover; 390,000 compounds, 0.01% hits; AID 588456; also: potency is read from the fitted curve at half-maximal effect; % is scaled to controls: 0 for no effect and ±100 for the full control effect; nearly all actives have a fitted effect of over 50% in size
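Rat TrxR1, dispensed at 90 nM, was prereduced with 400 uM NADPH (final) for 5 min at ~22 deg C, then incubated with compound 15 min before 400 uM selenite. A first-read NADPH fluorescence drop versus no-compound background flagged substrates.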
TRHR PAM: allosterically enhances the human TRH receptor | TRHR cells, fluo-8 calcium fluorescence, EC20 TRH enhancement | enhancement, % at 2 µM | 360,000 compounds, 0.66% hits; in the data active = enhancement above about 30%; also: 0% is about no effect
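Enhancer read-out: after compound pinning and an initial kinetic agonist-mode read, an EC20 of TRH (10 nM final) was injected and fluo-8 calcium signal (Ex 480/Em 530) followed at 1 s/cycle for 100 cycles in TRHR-expressing cells.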
D2 antag: D2 dopamine receptor (human) antagonism | inhibition, % at 10 µM | HEK293 TREx D2 cells, calcium flux, dopamine EC80 | 340,000 compounds, 2% hits | AID 485344 | P14416; in the data active = inhibition above about 30%; also: 0% is about no effect
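Tetracycline-induced HEK293 T-REx cells expressing D2 force-coupled to calcium signalling were dye-loaded, exposed to compound for 180 s, then challenged with an EC80 of dopamine; calcium flux was followed kinetically for a further 180 s.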
PI4K2A block: inhibitors of human PI4K2A | activity change, negative = inhibition, % at 76.9 µM | purified PI4K2A, ADP-Glo luminescence, 1 h; active compounds read low | Q9BTU6 | 420,000 compounds, 0.13% hits; in the data active = activity change below about -50%; inconclusive = mostly about -30% to -49%;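 also: -100% = wells without enzyme as full effect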
Target sequence (Q9BTU6 whole entry, looked up): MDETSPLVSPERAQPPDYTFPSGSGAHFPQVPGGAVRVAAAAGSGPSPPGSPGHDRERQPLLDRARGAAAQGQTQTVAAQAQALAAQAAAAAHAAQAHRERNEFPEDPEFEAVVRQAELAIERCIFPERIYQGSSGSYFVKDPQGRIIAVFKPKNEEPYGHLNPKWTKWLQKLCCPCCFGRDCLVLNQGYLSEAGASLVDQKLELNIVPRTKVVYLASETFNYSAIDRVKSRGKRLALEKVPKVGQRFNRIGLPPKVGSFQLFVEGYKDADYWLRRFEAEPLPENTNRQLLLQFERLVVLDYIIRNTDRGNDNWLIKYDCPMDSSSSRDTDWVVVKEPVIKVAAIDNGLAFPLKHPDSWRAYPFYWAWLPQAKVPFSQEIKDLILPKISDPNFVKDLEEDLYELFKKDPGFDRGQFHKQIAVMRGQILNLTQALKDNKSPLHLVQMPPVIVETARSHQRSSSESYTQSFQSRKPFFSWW
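In this quantitative HTS, ADP production by PI4K2A was quantified luminescently after 1 h at ambient temperature; 100 microM adenosine served as plate-quality control.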
USP1-UAF1 inh: blocks the human USP1/UAF1 deubiquitinase complex; O94782; 390,000 compounds, 0.23% hits; AID 743255; Potency, µM (top dose mostly 57.1 µM), without a hit: at the top dose activity change, negative = inhibition, hits mostly inhibitors; recombinant USP1/UAF1, Ub-Rhodamine cleavage fluorescence; also: potency is read from the fitted curve at half-maximal effect; % is scaled to controls: 0 for no effect and ±100 for the full control effect; nearly all actives have a fitted effect of over 60% in size; inactives centre near -12
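High-throughput fluorogenic screen: 1nM USP1/UAF1 complex, Ub-Rho substrate 150nM final, 50mM HEPES pH 7.8 with 0.5mM EDTA, 0.1 mg/ml BSA, 1mM TCEP and 0.01% Tween-20.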
Starred values were filed as active, the others as inactive; ? = inconclusive; · = no result given; [ ] = remark or other dose. Unless noted, calls follow the shape of the dose curve; as a rule, active = well fitted inhibition curve with a large enough effect; inconclusive = small, poorly fitted or top-dose-only effect; inactive = no such curve, though single readings can be large or run the other way.

SMILES	D2 ag	rTrxR1 inhibitor	TRHR ag	mIDH1 inhibitor	TrxR1 substrate	TRHR PAM	D2 antag	PI4K2A block	USP1-UAF1 inh
COc1ccc(S(=O)(=O)N(C)c2ccc(C(=O)Nc3c(C)n(C)n(-c4ccccc4)c3=O)cc2)cc1	0.0	-20%	0.4	1%	-15%	8	3	1	-5%
O=S1(=O)CCN2C(=N1)SC1=C2CCN(Cc2ccccc2)C1	0.4	29%[57.1 µM]	0.2	4%	12%[57.1 µM]	-14	6	-10	-4%
Cc1nn(C)c(C(=O)NNC(=S)NCc2ccco2)c1Cl	-0.6	?	-0.3	4%	-5%	29	-17	1	-20%
COc1ccc2nc(SCC(=O)NCCc3ccccc3)[nH]c2c1	-0.3	17%	-0.3	3%	7%[57.1 µM]	8	1	1	?
CCNC(=S)NNc1ccccc1	0.4	2%[57.1 µM]	-0.5	8%	9%	2	-8	-10	-13%
Nc1ccc(CCc2ccccn2)cc1	·	9%[2.29 µM]	·	3%	5%[2.29 µM]	·	·	-3	3%
O=C(Nc1ccc(F)cc1F)C1CC(=O)N(Cc2ccccc2)C1 (centres undefined)	-0.1	8%	0.3	3%	2%	0	12	-6	-5%
COc1ccc(NC(=O)COC(=O)CCCc2c[nH]c3ccccc23)cc1	0.0	14%	-0.6	3%	-2%	-9	-9	-3	-14%
CNc1nnc(-c2ccco2)s1	1.0	-19%	0.7	13%	0%	-8	1	-2	-19%
O=C(Nc1ccc2c(c1)OCO2)c1ccc(Cl)cc1Cl	1.0	5%	6.2	20%	0%	3	-1	-6	-9%
O=C(Nc1cccc(S(=O)(=O)Nc2ccc(Cl)cc2)c1)c1ccccn1	0.3	15%	0.2	-2%	-3%	0	-15	5	-3%
CC(OC(=O)c1ccc2c(=O)n3c(nc2c1)CCCCC3)C(=O)Nc1ccc(F)cc1Cl (centres undefined)	1.4	8%	0.1	4%	7%	1	-3	3	-16%
COc1ccc(NCc2nnc(SCC(=O)c3ccc(OC)cc3)o2)cc1	-1.1	-9%	-0.1	5%	4%	-2	-5	5	-12%
COC(=O)c1sc(NC(=O)CSc2nc3cccnc3n2C)nc1C	-0.1	12%	0.1	0%	8%	2	-2	-18	-12%
O=C(c1ccc(CN2CCc3ccccc3C2)cc1)N1CCCCC1	14	-4%	-0.3	0%	2%	-3	35*	7	?
Cc1csc2nc(CNS(=O)(=O)c3ccc4c(c3)CCCC4)cn12	-0.3	6%[57.1 µM]	-1.4	14%	3%[57.1 µM]	7	4	-3	-17%
Cc1nc2cc(O)ccc2n1C	0.3	15%	1.9	7%	2%	61*	12	3	1%
CCN(Cc1ccc(Cl)s1)C(=O)c1cccc(OCc2c(C)noc2C)c1	·	-7%	·	3%	-11%	·	·	-2	-8%
CN(Cc1ccccc1)C(=O)c1cn(C)c2ccc(S(=O)(=O)N3CCCC3)cc2c1=O	30	-16%	0.0	15%	-5%	-6	-3	-2	-15%
C=CCN(c1ccccc1)S(=O)(=O)c1c(C)[nH]c(=O)[nH]c1=O	-0.5	23%[57.1 µM]	-0.1	2%	4%[57.1 µM]	0	-3	-4	-5%
Cc1ccccc1C(=O)Nc1c2c(nn1C(C)(C)C)CS(=O)(=O)C2	0.4	12%	0.9	19%	4%	-1	15	-2	-20%
CCS(=O)(=O)N1CCN(c2ccccc2)CC1	-1.2	11%	-0.5	0%	1%	32*	-12	-3	-15%
Cc1ccc(C)c(NC(=S)NCc2ccc3[nH]c4c(c3c2)CCCC4)c1	0.1	38%	0.4	-1%	4%[57.1 µM]	-2	-8	-5	-11%
O=C1C=C(c2cc(F)ccc2F)C[C@@H](c2ccc(Cl)cc2)C1	-0.7	-9%	0.1	0%	-7%	-5	9	-1	-7%
O=C(c1ccc(Cl)cc1Cl)N1CCOCC1	·	24%	·	0%	4%	·	·	5	-7%
COc1c(C)cc(Br)cc1C(=O)Nc1ccc(N2CCN(S(C)(=O)=O)CC2)cc1	0.4	15%	0.0	0%	7%	1	-5	-1	-3%
COc1cc(NC(=O)C2CCCN(S(=O)(=O)c3cnc[nH]3)C2)cc(OC)c1 (centres undefined)	0.9	12%	0.4	3%	-5%	6	15	4	-21%
CC(C)(C)[C@H]1COC(=O)CC/C=C\C[C@@H](CC(=O)N[C@H](CO)Cc2ccccc2)C(=O)N1	·	1%	·	15%	1%	·	·	-1	?
COc1cc(OC)cc(C(=O)N2CCN(C(=O)COc3ccc4ccccc4c3)CC2)c1	-1.1	4%	-0.2	2%	-14%	0	5	-1	-23%
O=c1[nH]c(C2CCN(S(=O)(=O)c3ccc(C(F)(F)F)cc3)CC2)nc2c1nnn2Cc1ccc(F)cc1	0.4	27%	-0.3	-9%	-7%	-9	5	6	-15%
COc1ccccc1C(=O)Nc1nnc(SCC(=O)NCC2CCCO2)s1 (centres undefined)	0.8	-7%	0.2	10%	-6%	7	9	-5	-21%
CCOc1ccccc1/C=N/n1c(C)nc2ccccc2c1=O	0.4	25%	-0.4	2%	3%	-6	-8	4	-27%
O=S(=O)(Nc1ccc2c(c1)nc1n2CCOC1)c1ccc(Cl)cc1	1.3	-2%	0.0	23%	5%	3	-8	-5	-23%
CC(C)/C(=N/Nc1ccccc1[N+](=O)[O-])c1ccccc1	1.1	-4%	-0.1	-6%	-5%	-2	5	-6	-18%
ON=C1CCCCCCCC1	·	-15%[11.4 µM]	·	-3%	9%[57.1 µM]	·	·	1	2%
COc1ccc(Cl)cc1NC(=O)c1cn(C2CCCCC2)c(=O)c2c1c1ccccc1n2C	0.5	22%	0.7	-11%	14%	3	·	-2	?

An excerpt from above in order of formula weight, descending:
SMILES	D2 ag	rTrxR1 inhibitor	TRHR ag	mIDH1 inhibitor	TrxR1 substrate	TRHR PAM	D2 antag	PI4K2A block	USP1-UAF1 inh
COc1ccccc1C(=O)Nc1nnc(SCC(=O)NCC2CCCO2)s1 (centres undefined)	0.8	-7%	0.2	10%	-6%	7	9	-5	-21%
COc1cc(NC(=O)C2CCCN(S(=O)(=O)c3cnc[nH]3)C2)cc(OC)c1 (centres undefined)	0.9	12%	0.4	3%	-5%	6	15	4	-21%
O=C(c1ccc(Cl)cc1Cl)N1CCOCC1	·	24%	·	0%	4%	·	·	5	-7%

Remaining list, next part:
SMILES	D2 ag	rTrxR1 inhibitor	TRHR ag	mIDH1 inhibitor	TrxR1 substrate	TRHR PAM	D2 antag	PI4K2A block	USP1-UAF1 inh
Cc1ccc(OCCSc2nnc(C)c(=O)n2N)cc1	1.3	23%[11.4 µM]	0.0	11%	4%[11.4 µM]	3	-3	5	-12%
O=C(OCCN1C(=O)c2ccccc2C1=O)c1cc(=O)[nH]c2ccccc12	0.8	9%[57.1 µM]	-0.2	2%	12%[57.1 µM]	2	-6	3	-10%
Cn1c(-c2ccc(Br)cc2)cnc1NCc1cccnc1	-0.2	13%[57.1 µM]	0.5	0%	13%[57.1 µM]	-2	43*	1	2%
COc1ccc(C(=O)N2CCN(C(=O)c3ccco3)CC2)cc1	0.8	5%[57.1 µM]	0.3	0%	9%[57.1 µM]	4	-7	-2	-5%
Fc1ccc(NC(=S)NCCc2ccccc2)c(F)c1F	-0.2	-20%	0.5	4%	8%	-8	10	4	?
O=C(CCCc1ccccc1)N1CCc2ccccc21	·	11%	1.2	4%	7%	-1	·	-3	-8%
CCOC(=O)c1c(NC(C)=O)c2c3c(sc2n1Cc1nc(-c2cccc(C)c2)oc1C)CCCC3	-0.3	10%	0.0	·	-3%	-4	·	2	-9%
C=CCn1c(SCc2cc(=O)n3ccsc3n2)nc2cc(Cl)ccc2c1=O	-0.4	18%[57.1 µM]	0.0	-8%	2%	-3	8	1	0%
CN(C)c1ccc(C(=O)OCC#CCSc2nnc(-c3cccc4ccccc34)o2)cc1	·	18%	0.4	·	12%	7	·	-7	·
CC(C)Sc1n[nH]c2nc3c(c(=O)n12)C1(CCCC1)Cc1ccccc1-3	-0.3	·	0.9	·	·	1	55*	·	·
CC1CN(Cc2nc3c(c(=O)n(C)c(=O)n3C)n2Cc2cccc(Cl)c2)CC(C)O1 (centres undefined)	-0.6	15%[57.1 µM]	-0.1	3%	2%[57.1 µM]	0	-4	5	-7%
Cc1ccc(N(C(=O)c2csnn2)C(C(=O)NC2CCCCC2)c2ccccn2)cc1C (centres undefined)	1.4	17%	1.0	-8%	4%[57.1 µM]	3	7	-2	-17%
CCN(Cc1ccccc1)C(c1ccccn1)c1nnnn1C(C)(C)CC (centres undefined)	-0.7	3%	-0.3	3%	4%	-5	-5	-3	8%
Cc1ccccc1NC(=O)C[n+]1cc(-c2ccccc2)n2c1CCC2	·	0%[57.1 µM]	0.0	5%	2%[57.1 µM]	2	·	0	-7%
O=C(NCCCN1CCOCC1)c1ccc2c(c1)N(Cc1ccccc1)CCS2	2.1	89%[activator]	0.2	11%	238%[activator]	-8	16	1	-17%
Brc1cccc(OCCN2CCCCC2)c1	0.0	5%[57.1 µM]	-0.5	16%	10%[57.1 µM]	-2	48*	-1	-16%
CCOc1ccccc1NC(=O)CSc1ccc([N+](=O)[O-])cc1	0.1	6%[57.1 µM]	-0.2	1%	0%[57.1 µM]	-8	41*	-1	-3%
Cc1ccsc1C(=O)OCC(=O)c1cc2ccccc2o1	-0.3	13%	-0.7	-1%	3%[57.1 µM]	6	10	-1	-8%
CCOC(=O)CN(Cc1ccccc1)C(C(=O)NC1CCCCC1)c1ccc(C)cc1 (centres undefined)	-2.1	-2%	-0.4	0%	-6%	5	·	-2	14%
CC(C)CNC(=S)NC(=O)c1ccccc1Cl	-0.3	-6%[57.1 µM]	-1.0	3%	4%[57.1 µM]	-4	-2	-1	-6%
O=[N+]([O-])c1c(N2CCN(CCO)CC2)nc2ccccn12	1.5	-7%[57.1 µM]	1.3	-8%	-5%[57.1 µM]	-4	9	-3	-27%
